# B2AR arrestin: beta2AR (human) beta-arrestin recruitment activity; P07550; beta-arrestin recruitment to beta2AR, cell-based reporter; Potency, µM (titrated, usually from 46.1 µM), for the others: at the top dose activation, actives largely listed as activators; 330,000 compounds, 0.02% hits; AID 492947;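 also: potency is read from the fitted curve at half-maximal effect; 0% = DMSO controls and full agonism = EC100 isoproterenol or metaproterenol; nearly all actives have a fitted effect of over 65% in size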
# Target sequence (P07550 whole entry, looked up): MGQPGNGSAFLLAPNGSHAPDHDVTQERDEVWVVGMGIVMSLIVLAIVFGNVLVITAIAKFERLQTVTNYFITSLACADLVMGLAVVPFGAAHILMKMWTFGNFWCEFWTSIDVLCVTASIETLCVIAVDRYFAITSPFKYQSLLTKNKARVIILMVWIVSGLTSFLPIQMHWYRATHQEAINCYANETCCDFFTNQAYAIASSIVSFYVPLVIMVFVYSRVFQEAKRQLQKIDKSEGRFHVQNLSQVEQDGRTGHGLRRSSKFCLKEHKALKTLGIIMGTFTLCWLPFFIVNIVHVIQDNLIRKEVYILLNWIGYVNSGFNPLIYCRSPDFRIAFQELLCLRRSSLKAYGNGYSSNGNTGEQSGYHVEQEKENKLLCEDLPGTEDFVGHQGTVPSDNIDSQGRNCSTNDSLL
# Eya2 phos inh: inhibitors of human Eya2 phosphatase activity | Potency, µM (highest dose often 76.9 µM), for the others: top-dose activity, negative = inhibition, hits mostly inhibitors | recombinant Eya2, OMFP fluorescence dephosphorylation (OMFP is methylfluorescein phosphate) | 330,000 compounds, 0.006% hits; also: potency is read from the fitted curve at half-maximal effect
#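 Eya2 protein (added as 0.2 uM solution) was preincubated with compound for 10 min at ambient temperature in 50 mM HEPES pH 7.5, 50 mM NaCl, 5 uM MgCl2, 0.05% BSA, 1 mM DTT. OMFP (added at 50 uM) then reacted 10 min; fluorescence read at 485/525 nm.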
# KCNH2 WT inh: KCNH2 (human, wildtype) channel inhibition. Q12809. U2OS, BacMam KCNH2, thallium flux FluxOr; active compounds read low. activity change, % at 1.84 µM. 340,000 compounds, 0.37% hits;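 active = maximum activity change below -70%; inconclusive = maximum activity change between -70% and -50%; inactive = maximum activity change above -50%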
#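 U2OS cells transduced with wild-type KCNH2 virus are loaded with FluxOr dye for 45 min, and thallium flux is measured in kinetic reads before and after stimulation buffer. Rate constants are normalized to DMSO controls.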
# BCR signal inh: chronic active BCR signaling inhibition | ABC-DLBCL IkBa-CBG/CBR reporter, luminescence ratio, 4 h | Potency, µM (highest dose often 46.1 µM), for inactives: at the highest dose ratio change, negative = lower green/red ratio, most hits filed as inhibitors | 340,000 compounds, 0.05% hits | AID 493014; active = well fitted inhibition curve with a large enough effect in the signal ratio, with a control signal flat, not every such curve was filed as active; inconclusive = small, poorly fitted or top-dose-only effect, or effect the other way, or a change in a side signal; the % refers to the signal ratio;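 also: potency is read from the fitted curve at half-maximal effect; plate controls were basal doxycycline-induced cells for no effect and cells given 10 µM MG132 for full effect; MG132 reads +100%, hits lower the ratio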
#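 TMD8 human ABC-DLBCL cells with doxycycline-inducible IκBα–green luciferase fusion and unfused red luciferase, in 0.5% FBS medium; compounds up to 46 uM, 4 h at 37C. Green/red luminescence ratio, filter-overlap corrected, fitted to concentration-response curves.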
# uPA surface inh: cell surface uPA generation inhibition; cell surface uPA generation assay, qHTS; Potency, µM (series often up to 38.3 µM), for the others: at the highest dose activity change, negative = inhibition, actives largely listed as inhibitors; 330,000 compounds, 0.31% hits; AID 540303; active = well fitted inhibition curve with a large enough effect; inconclusive = small, poorly fitted or top-dose-only effect; inactive = no such curve, though single readings can be large or run the other way; tested in mouse RAW 264.7 cells; also: potency is read from the fitted curve at half-maximal effect; nearly all actives have a fitted effect of over 55% in size
# PKM2 act: activators of human pyruvate kinase M2; Potency, µM (series often up to 57.5 µM), inactives show at the highest dose activation, actives largely listed as activators; AID 1631; 260,000 compounds, 0.34% hits; P14618; purified PKM2, Kinase-Glo ATP luminescence, activation; response scale: 0% is enzyme alone, no compound; also: potency is read from the fitted curve at half-maximal effect; nearly all actives have a fitted effect of over 55% in size
# Target sequence (P14618 whole entry, looked up): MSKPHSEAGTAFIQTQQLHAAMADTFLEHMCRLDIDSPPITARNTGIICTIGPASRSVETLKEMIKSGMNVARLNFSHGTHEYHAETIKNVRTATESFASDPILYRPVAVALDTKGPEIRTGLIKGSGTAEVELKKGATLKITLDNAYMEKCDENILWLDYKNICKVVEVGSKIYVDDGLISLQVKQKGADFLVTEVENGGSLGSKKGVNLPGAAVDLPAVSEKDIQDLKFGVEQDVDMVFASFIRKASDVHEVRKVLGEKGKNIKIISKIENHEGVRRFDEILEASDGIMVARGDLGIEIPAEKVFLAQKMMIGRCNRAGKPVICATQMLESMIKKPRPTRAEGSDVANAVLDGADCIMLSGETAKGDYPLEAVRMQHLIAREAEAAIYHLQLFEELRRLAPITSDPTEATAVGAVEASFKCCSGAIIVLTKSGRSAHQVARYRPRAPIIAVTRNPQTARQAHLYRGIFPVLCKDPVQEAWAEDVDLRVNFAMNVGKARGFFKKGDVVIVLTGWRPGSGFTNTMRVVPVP
#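 Purified hPK-M2 (>95%) run at intermediate activity with 0.1 mM ADP and 0.5 mM PEP in 50 mM imidazole pH 7.2, KCl, MgCl2; 1 h room temperature. ATP formed read by Kinase-Glo luminescence; normalized to uninhibited and no-enzyme controls.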
# USP2a inh: inhibitors of human ubiquitin-specific protease USP2a; AID 463254; 330,000 compounds, 0.01% hits; Potency, µM (highest dose often 38.3 µM), for inactives: at the highest dose activity change, negative = inhibition, hits mostly inhibitors; USP2 core, Ub-CHOP2 coupled fluorogenic reporter, 485/531;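 also: potency is read from the fitted curve at half-maximal effect; plate controls were DMSO wells for no effect and full inhibition by NEM control for full effect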
#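 Cell-free coupled assay: 10nM USP2 core preincubated 30min RT with compound in Tris-HCl pH 8.0/CaCl2/CHAPS buffer, then 25nM Ub-CHOP2 and 25nM reporter substrate; fluorescence (Ex 485/Em 531) read after 60min RT, normalized to NEM inhibition, concentration-response curves fitted.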
# Coupling enz: inhibits coupling enzyme system, counter-screen for aldolase hits. coupling enzyme system counterscreen, AmpLite Red fluorescence. activity change, negative = inhibition, % at 58.2 µM, hits read low. 290,000 compounds, 0.67% hits. AID 2472; in the data active = activity change below about -30%
#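 Fluorescence at 525 nm excitation and 598 nm emission measured inhibition of the coupled detection system without aldolase. Compounds (at 57.5 uM final) were preincubated 10 min at room temperature with coupling enzyme reagent before a 20 min substrate/AmpLite Red step.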
# Giardia kill: kills Giardia lamblia; Giardia lamblia trophozoite viability; activity change, % at 7.66 µM, hits read low; 340,000 compounds, 0.15% hits; in the data active = activity change below about -80%; inconclusive = between about -30% and that limit;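 also: parasites exposed to compound for two days anaerobically before the ATP read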
#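 ATP-content bioluminescence gauges trophozoite survival. Cells (100/well) receive compound and incubate anaerobically for 48 hrs at 37 deg C; detection reagent follows for 15-30 min at room temperature.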
# KCNH2 3.1 block: inhibitors of human KCNH2 3.1 potassium channel isoform. activity change, % (tested at about 1.8 µM). U2OS KCNH2 3.1, thallium flux FluxOr; active compounds read low. 340,000 compounds, 0.95% hits;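 active = maximum activity change below -70%; inconclusive = maximum activity change from -70% to -50%; inactive = maximum activity change above -50%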;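 also: thallium influx rate constant from kinetic fluorescence after stimulation buffer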
#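 Virally transduced U2OS (3.1 isoform, 4 h infection in dark at RT) → overnight 37 C → FluxOr + Red40 in HBSS/HEPES, 45 min → stimulation buffer, 2 min kinetic read → rate constant vs DMSO controls.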
# GALK inh: galactokinase (human) inhibition; P51570; Purified GALK, Kinase-Glo residual ATP luminescence; Potency, µM (doses to about 57.5 µM), inactives show at the top dose activity change, negative = inhibition, most hits filed as inhibitors; 270,000 compounds, 0.007% hits; AID 1868; also: potency is read from the fitted curve at half-maximal effect
#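 Luminescence from leftover ATP (Ultra-Glo luciferase/luciferin) served as read-out after a 1 h room-temperature reaction of 5 nM GALK with 35 uM ATP and 100 uM galactose.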
# * marks the source's active call; other numbers are inactive results; ? = inconclusive; . = no result given; & = joins results of further samples. Unless noted, calls follow the shape of the dose curve; as a rule, active = well fitted curve in the direction sought with a large enough effect; inconclusive = small, poorly fitted or top-dose-only effect, or another doubt; inactive = no such curve, though single readings can be large; an effect the other way counts as inactive or inconclusive. Unless noted, % is scaled to controls: 0 for no effect and ±100 for the full control effect. These rows are one share of the data, so the mix of outcomes need not match the whole.
SMILES,B2AR arrestin,Eya2 phos inh,KCNH2 WT inh,BCR signal inh,uPA surface inh,PKM2 act,USP2a inh,Coupling enz,Giardia kill,KCNH2 3.1 block,GALK inh
O=C1NC(=S)N(c2ccccc2)C(=O)C1C(c1ccncc1)C1C(=O)NC(=S)N(c2ccccc2)C1=O (centres undefined),0.0%,4.8%,5.3,5.5%,.,.,-1.6%,2.7,0.8,8.3,0.8%
Cc1cc(C(=O)CN2CCCC2)c(C)n1-c1ccc(F)cc1,0.4%,7.2%,3.1,-7.1%,1.8%,0.0%,4.2%,0.3,21.9,21.6,-1.4%
N=C1c2ccccc2CN1c1cccc([N+](=O)[O-])c1,0.1%,-0.7%,-4.8,-7.0%,.,-0.7%,0.3%,-0.1,3.6,-8.5,1.7%
C#C[C@]1(O)CCC2C3CCC4=C/C(=N/OCC(=O)NC(C)C(=O)NC(CCSC)C(=O)O)CC[C@]4(C)C3CC[C@@]21C (some centres undefined),0.5%,-3.1%,-7.5,?,2.4%,.,-5.2%,-0.8,-1.3,11.7,.
CC(=O)OC1N=C(c2ccccc2)c2cc(C)ccc2NC1=O (centres undefined),0.1%,-5.0%,-6.0,-2.5%,2.6%,-1.5%,-0.3%,-0.4,-27.3,8.6,-1.4%
CN1CCN(c2nccc3c2ncn3C)CC1,-0.5%,-10.7%,-4.4,3.8%,2.5%,7.8%,4.9%,-0.5,1.8,-5.1,3.5%
CC(=NCc1ccc2c(c1)OCO2)c1c(O)n(C)c(=O)n(C)c1=O,-0.1%,14.9%,4.5,17.7%,.,0.5%,-0.7%,6.5,7.6,3.5,0.3%
N=C1c2ccccc2CN1NC(=O)C1CC1,-0.9%,-1.3%,5.1,0.8%,-1.1%,6.1%,2.4%,-1.5,7.0,1.7,2.1%
CCOP(=O)(C(NC(=O)c1ccccc1Cl)=C(Cl)Cl)c1ccccc1 (centres undefined),-0.3%,25.6%,-1.1,-16.3%,1.4%,-1.7%,-0.7%,-0.2,-2.9,2.3,0.1%
Cc1ccc(NC(=O)Cn2c(=O)oc3ccccc32)cc1C,-1.2%,6.7%,-8.5,?,-1.0%,-0.5%,1.3%,0.1,0.0,0.3,4.1%
COC(=O)C1=C(c2ccccc2OCc2ccccc2)C[C@@H]2CC[C@H]1N2C(=O)NCc1ccccc1,3.1%,8.4%,.,?,-20.2%,.,-0.6%,.,-18.2,.,.
CN(C)c1ccc(NC(=O)Oc2ccccc2)cc1,?,7.1%,21.3,?,-2.0%,-16.5%,2.3%,-1.8,-10.3,-9.0,0.2%
COc1ccc(NC(=O)CCS(=O)(=O)c2ccc3c(c2)oc(=O)n3C)cc1OC,-0.1%,-6.2%,4.7,?,-0.1%,.,2.0%,.,-16.5,8.1,-7.3%
O=C(CN1CCCC1=O)N1CCOCC1,-1.3%,-4.2%,-6.4,6.6%,.,-10.1%,2.0%,-1.8,3.2,11.7,1.0%
O=C1CN=C(c2ccccc2)c2cc(Cl)ccc2N1,3.1%,3.9%,-7.3,-1.7%,9.9%,.,-0.3%,.,-9.6,-8.3,.
CC(C)OP(=O)(O)NC(=O)c1ccccc1,-0.6%,-5.4%,1.1,0.8%,.,10.2%,5.2%,0.3,-25.3,-9.1,0.5%
O=C(COc1ccc(Br)cc1)N1CCN(Cc2c[nH]c3ccccc23)CC1,0.5%,7.2%,-79.9*,10.3%,-15.7%,5.8%,3.0%,-0.7,4.9,-71.6*,1.3%
c1ccc(C2CC2)c(OCC2=NCCN2)c1,-0.2%,-1.5%&8.2%,-9.6,1.4%,-4.8%,.,2.7%,1.1,-0.1,16.3,.
CON(C)C(=O)Nc1ccc(Cl)cc1,0.1%,2.8%,6.8,?,0.5%,?,-1.4%,1.7,2.4,-5.8,0.5%
COc1ccc2c(c1)[nH]c1c(C)nccc12,0.0%,3.3%,20.1,?,?,.,1.2%,-3.4&-4.5&-4.0&-0.5,1.0&-5.7,1.6,.
CCOP(=O)(OCC)C(NC(=O)CN1C(=O)c2ccccc2S1(=O)=O)C(Cl)(Cl)Cl (centres undefined),-1.6%,6.9%,-2.0,2.4%,-1.3%,-3.5%,3.5%,1.3,-18.8,-2.9,.
CCOP(=O)(OCC)C(O)c1ccc(Br)cc1 (centres undefined),-0.3%,12.2%,-30.2,-10.1%,-0.8%,2.6%,4.9%,-0.7,10.1,-2.9,1.3%
Cc1ccc(CC(=O)N2CCN(C)CC2)cc1,0.0%,0.6%,-15.1,0.3%,10.4%,0.4%,0.5%,2.7,7.3,2.2,0.0%
Cn1cc(C(=O)NC2CC2)c2ccccc21,-0.5%,-6.1%,-5.0,-12.0%,-1.5%,-7.1%,-1.4%,-0.5,-2.6,4.9,4.9%
Cn1c(O)c(C=NCCCCCCCCCCC(=O)O)c(=O)n(C)c1=O,-0.2%,24.6%,-0.9,?,9.3%,-1.6%,0.3%,3.9,15.4,-7.0,3.8%
# Going on with the list.
SMILES,B2AR arrestin,Eya2 phos inh,KCNH2 WT inh,BCR signal inh,uPA surface inh,PKM2 act,USP2a inh,Coupling enz,Giardia kill,KCNH2 3.1 block,GALK inh
O=C(c1ccc(N2CC3CC(C2)c2cccc(=O)n2C3)c([N+](=O)[O-])c1)N1CCCCC1 (centres undefined),0.3%,-0.3%,3.4,-8.5%,1.2%,0.4%,4.5%,4.2,-18.4,-16.9,-0.3%
CCCN(CCC)CCCNS(=O)(=O)c1ccc2c(c1)oc(=O)n2C,0.3%,-9.6%,-4.0,?,-3.3%,-5.1%,2.8%,0.6,3.7,-8.6,-0.3%
O=c1ccc2cc(O[C@@H]3O[C@@H](CO)[C@H](O)[C@@H](O)[C@@H]3O)c(O)cc2o1,0.0%,?,-24.8,?,-2.8%,.,-1.9%,-0.1,-0.8,-0.3,-0.2%
CCC(C)n1c(O)c(C=NCc2cccnc2)c(=O)[nH]c1=S (centres undefined),-0.3%,-0.9%,-1.3,-9.0%,4.7%,15.9%,-5.7%,-3.0,-2.1,17.4,-1.3%
O=C1NC(=O)N(Cc2ccccc2)C(=O)/C1=C\c1ccco1,-0.2%,20.1%,3.8,9.5%,-3.7%,-0.1%,-0.6%,5.1,26.3,11.9,9.5%
CP(=O)(O)CN1CCCCC1,-0.1%,4.3%,0.6,1.3%,-2.2%,1.0%,0.3%,2.7,-2.2,16.6,5.4%
Nc1c([N+](=O)[O-])cc(F)c(N2CCNCC2)c1Br,0.2%,-0.4%,2.9,-0.8%,7.2%,1.2%,2.7%,-3.0,11.0,-10.5,.
CCn1c(=O)c2cc(C(=O)N(C)c3ccc(OC)cc3OC)sc2c2ccccc21,12.5%,-23.7%,3.6,?,-7.1%,5.0%,-1.1%,2.4,16.2,-1.2,-6.7%
CCOc1ccc(C(=O)c2cccs2)cc1,-1.0%,2.5%,-0.4,?,3.2%,4.5%,-2.1%,2.1,-21.3,6.9,10.2%
COC(=O)[C@H]1C[C@@H]1[C@H](NP(=O)(c1ccccc1)c1ccccc1)c1ccccc1,-0.5%,5.1%,-1.6,-0.9%,9.1%,-4.5%&-4.0%,0.6%,0.1&5.6,6.3,-1.8,.
COc1cccc(C(=O)N2CCC3(CC2)OCCO3)c1,-0.8%,6.2%,-0.7,-1.4%,16.9%,2.6%,-0.6%,1.3,-5.6,36.0,-2.9%
C1CCCN(C2CCNCC2)CC1,0.4%,-4.0%,-1.2,1.2%,7.9%,0.1%,1.1%,0.3,9.9,-13.2,-4.1%
COc1cccc(C(=O)C2CCCN(Cc3cccc(C)n3)C2)c1 (centres undefined),?,9.6%,15.8,?,7.3%,-12.3%,-1.1%,5.5,-4.8,4.1,7.4%
NC(=O)C1CCN(/C=C2\C(=O)NC(=O)N(Cc3ccco3)C2=O)CC1,0.2%,9.6%,-3.6,-3.0%,-0.1%,-8.8%,1.4%,3.7,7.9,?,1.7%
Cn1c(O)c(C=NCCN2CCNCC2)c(=O)[nH]c1=O,-0.7%,-25.0%,1.0,3.4%,1.5%,2.5%,-2.9%,0.3,19.1,-30.9,-1.8%
Cc1cnn(C2CCN(C)CC2)c1N,-0.1%,9.6%,12.9,15.1%,-2.4%,-8.2%,2.1%,-0.5,-3.7,8.7,1.3%
Nc1cc(Cl)cc(Cl)c1,0.2%,8.4%,-12.4,-0.2%,-1.3%,.,0.8%,.,15.0,11.3,.
CCOC(=O)c1c(C)n(Cc2ccc3c(c2)OCO3)c2ccc(O)cc12,0.1%,-36.4%,2.2,?,-1.6%,15.0%,3.9%,1.2,16.5,-3.1,-2.3%
CSc1nc2ccccc2c(=O)n1-c1cccnc1,0.2%,-0.2%,-6.7,-0.4%,-0.2%,-2.5%,-0.4%,0.7,-1.5,1.8,0.4%
CCC1(CCc2ccncc2)C(=O)NC(=O)NC1=O,0.0%,-15.7%,-9.7,-13.3%,2.1%,-5.0%,0.9%,1.7,7.4,4.3,0.6%

# Assay outcomes from PubChem BioAssay.
